NPY2 pot ag: human NPY-Y2 potentiation or agonism, primary screen. 220,000 compounds, 0.45% hits. AID 1359. cells expressing NPY-Y2, potentiator/agonist read-out. P49146. activation, % at 3.6 µM; in the data active means activation above about 27%;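 further: cells stimulated with NPY near EC25 plus isoproterenol at EC100; 0% = vehicle plus submaximal agonist and 100% = vehicle plus saturating agonist; some results beyond the cut were filed as inactive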
EP2 modulator: modulates human prostaglandin E2 receptor EP2 signaling; AID 940; EP2-expressing cells, cAMP HTRF FRET, PGE2 co-stimulation; P43116; 260,000 compounds, 0.83% hits; induction, % at 25 µM;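 active means compounds whose cAMP rise, as percent of the full-agonist control response, exceeds 60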;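 further: rat C6 glioma line stably carrying human EP2 under a CMV promoter; the protocol text gives 20 µM as final concentration; 100% = response of wells given 1 µM PGE2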
p97 inhibitor: inhibitors of human p97 ATPase; recombinant p97 ATPase, Kinase-Glo ATP luminescence, 3 h; inhibition, % at 8 µM; 220,000 compounds, 0.42% hits; in the data active means inhibition above about 15%;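 further: 0% = DMSO vehicle and 100% = wells lacking enzyme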
Target sequence (P55072 whole entry, looked up): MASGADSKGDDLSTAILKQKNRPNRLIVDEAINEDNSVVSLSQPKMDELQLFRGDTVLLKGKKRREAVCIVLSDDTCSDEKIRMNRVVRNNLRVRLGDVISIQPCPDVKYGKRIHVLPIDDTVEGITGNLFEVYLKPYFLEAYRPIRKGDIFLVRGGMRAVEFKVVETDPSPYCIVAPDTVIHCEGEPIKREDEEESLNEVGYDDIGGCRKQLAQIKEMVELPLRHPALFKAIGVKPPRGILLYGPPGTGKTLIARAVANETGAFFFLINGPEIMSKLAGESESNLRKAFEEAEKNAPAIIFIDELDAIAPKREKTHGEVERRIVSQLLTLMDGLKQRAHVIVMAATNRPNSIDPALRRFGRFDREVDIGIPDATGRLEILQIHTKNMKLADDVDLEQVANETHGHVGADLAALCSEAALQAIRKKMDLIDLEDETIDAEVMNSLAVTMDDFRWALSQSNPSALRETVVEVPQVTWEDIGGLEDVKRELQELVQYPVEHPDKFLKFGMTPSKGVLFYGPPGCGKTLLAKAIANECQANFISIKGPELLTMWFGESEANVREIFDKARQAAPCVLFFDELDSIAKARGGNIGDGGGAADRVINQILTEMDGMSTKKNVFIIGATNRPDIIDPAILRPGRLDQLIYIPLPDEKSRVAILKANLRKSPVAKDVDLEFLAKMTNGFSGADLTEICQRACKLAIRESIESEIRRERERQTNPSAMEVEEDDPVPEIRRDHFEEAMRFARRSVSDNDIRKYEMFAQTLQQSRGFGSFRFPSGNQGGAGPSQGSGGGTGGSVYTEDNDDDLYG
S1P4 agonist: activates the human S1P4 receptor. S1P4-expressing cell line, agonist reporter assay. 220,000 compounds, 0.35% hits. O95977. activation, % at 4.98 µM; in the data active means activation above about 11%;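 further: 0% = DMSO vehicle and 100% = reference agonist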
NPY Y1 blocker: antagonists of human neuropeptide Y receptor Y1; HEK293-CNG Y1 cells, membrane potential fluorescence; NPY at EC95, then isoproterenol; inhibition, % at 3.6 µM; 200,000 compounds, 1% hits;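 active means inhibition above the campaign mean inhibition of all tested compounds plus 3 SD, cut at about 20% in these data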;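 further: 0% = DMSO wells given NPY plus isoproterenol and 100% = isoproterenol alone without NPY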
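Test system – HEK293 Y1/CNG channel cell line · Also added – NPY agonist 25 nM, then isoproterenol 1 µM plus Ro 20-1724 25 µM · Compound dosing – one concentration, 3.6 µM, in 0.4% DMSO · Schedule – compound incubation 1 h at room temperature, readout 45 min post-stimulation · Technique – fluorescence, membrane potential probe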
NPY1 pot ag: potentiates or activates human NPY-Y1 receptor | 220,000 compounds, 0.37% hits | activation, % at 3.6 µM | P25929 | NPY-Y1 expressing cells, potentiator/agonist activation | AID 1304; in the data active means activation above about 33%, passing the limit was not always enough;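 further: cells stimulated with NPY at EC10 then isoproterenol at EC100; 0% = low agonist plus stimulus and 100% = saturating agonist plus stimulus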
eIF4E-4G inh: inhibitors of eIF4E and eIF4G interaction in translation initiation | 220,000 compounds, 0.37% hits | AID 782 | inhibition, % at 21.7 µM | P63073+Q04637 | TR-FRET eIF4E-eIF4GI(517-606) binding, 2 h;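 active means inhibition above about 30%, limit read from the data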;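 further: 0% = full FRET control wells and 100% = background wells lacking eIF4GI fragment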
S1P4 antagonist: blocks the human S1P4 receptor | O95977 | inhibition, % at 4.98 µM | 220,000 compounds, 0.26% hits | S1P4-expressing cells, antagonist mode, reporter read-out; in the data active means inhibition above about 29%;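 further: 0% = wells stimulated with agonist and 100% = vehicle wells without agonist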
EP2 antag: blocks the human prostaglandin E2 receptor EP2; P43116; C6 glioma cells expressing human EP2, cAMP TR-FRET; cells stimulated with saturating PGE2; inhibition, % at 25 µM; 260,000 compounds, 0.52% hits; AID 1422;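 active means percent inhibition above 40 after rounding to a whole number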;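 further: rat C6 glioma host cells with rolipram phosphodiesterase inhibitor present; the protocol text gives 20 µM as final concentration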
* marks the source's active call; other numbers are inactive results; . = no result given; & = joins results of further samples; [ ] = dose if it differs, or a comment. Only part of the results is shown, so the mix of outcomes need not match the whole.

cpd | compound | NPY2 pot ag | EP2 modulator | p97 inhibitor | S1P4 agonist | NPY Y1 blocker
1 | O=C(Nc1ccccn1)c1ccc([N+](=O)[O-])cc1Cl | 0 | 8 | 3 | 1.8 | 2
2 | Cc1ccc(N=Nc2ccc(N)cc2C)c(S(N)(=O)=O)c1 | 8 | -43&-10 | 8 | -1.3 | .
3 | COc1cc(OC)cc(C(=O)NCC(=O)OCC(=O)NC(C)(C)C)c1 | -4 | 25 | 0 | -1.1 | 2
4 | Cc1cc(-c2nnc3n2N=C(c2ccccc2Br)CS3)n[nH]1 | -7 | 4 | 4 | 1.3 | .
5 | O=C(CSc1nc2ccccc2c(=O)n1-c1ccccc1)NC(=O)CN1CCCC1=O | -8 | 5 | -3 | 2.6 | 4
6 | Cc1ccc(CN2C(=O)C3CCCN3c3ccc(S(=O)(=O)N4CCOCC4)cc32)cc1 (stereo unspecified) | -28 | 17 | 0 | 0.6 | -3
7 | O=C(CC1Sc2ccccc2NC1=O)Nc1cccc(C(=O)O)c1 (stereo unspecified) | 13 | 14 | 5 | -2.4 | 8
8 | CC(C)CC(NC(=O)c1ccc(Cl)cc1)C(=O)OCc1cc([N+](=O)[O-])cc2c1OCOC2 (stereo unspecified) | 28* | 12 | -2 | 0.6 | -8
9 | O=C(NC1CCC(NC(=O)C2CCCO2)CC1)C1CCCO1 (stereo unspecified) | -2 | 8 | 2 | -0.9 | 4
10 | CCc1nc(SCc2ccc([N+](=O)[O-])cc2)n[nH]1 | 12 | 22 | 0 | 1.1 | 5
11 | CCOC(=O)N=Nc1c(O)n(CC)c2ccccc12 | 6 | 38 | 3 | 0.2 | -4
12 | CCn1nccc1C(=O)Nc1cc(Cl)ccc1Cl | -3 | 4 | 6 | -1.1 | 10
13 | COc1ccc(S(=O)(=O)N(Cc2ccccc2)c2ccccc2C(=O)Nc2ccccc2C(=O)NCc2ccco2)cc1 | -3 | 13 | 1 | -0.4 | 2
14 | Cc1cc(C)nc(NC(=O)CN2C(=O)c3ccccc3C2=O)n1 | 9 | 9 | 3 | 0.7 | 0
15 | COC(=O)c1cc(Br)c(=O)n(Cc2ccc(C(=O)O)cc2)c1 | 12 | 35 | 2 | 0.0 | -5

cpd | NPY1 pot ag | eIF4E-4G inh | S1P4 antagonist | EP2 antag
1 | 9 | 2 | -13 | 6
2 | -11 | -5 | 14 | 15&10
3 | -4 | 0[fluorescence artefact?] | -5 | 6
4 | 1 | 1 | -9 | 5
5 | -7 | 14 | -10 | 6
6 | -28 | 3[fluorescence artefact?] | -9 | 4
7 | -11 | -3[fluorescence artefact?] | -9 | 10
8 | 22 | 8[fluorescence artefact?] | -4 | 14
9 | -12 | -3 | -6 | 7
10 | 6 | -3 | -15 | 8
11 | 16 | 0 | -9 | 6
12 | -17 | 12 | -9 | 10
13 | 9 | 2 | -6 | 7
14 | 6 | -4 | 10 | 2
15 | 6 | 4[fluorescence artefact?] | -2 | 11

Only NPY2 pot ag, EP2 antag and p97 inhibitor (two entries from above):
| No. | Structure | NPY2 pot ag | EP2 antag | p97 inhibitor |
| --- | --- | --- | --- | --- |
| 3 | COc1cc(OC)cc(C(=O)NCC(=O)OCC(=O)NC(C)(C)C)c1 | -4 | 6 | 0 |
| 8 | CC(C)CC(NC(=O)c1ccc(Cl)cc1)C(=O)OCc1cc([N+](=O)[O-])cc2c1OCOC2 (stereo unspecified) | 28* | 14 | -2 |

Continuation.
cpd | compound | NPY2 pot ag | EP2 modulator | p97 inhibitor | S1P4 agonist | NPY Y1 blocker
16 | COc1cc2c(C#N)c(N3CCc4ccccc4C3)nc(N)c2c(N)n1 | -5 | . | 7 | -0.5 | 2
17 | Cc1ccc(NC(=O)C(OC(=O)c2cc(C)oc2C)c2ccccc2)cc1 (stereo unspecified) | -16 | 22 | -1 | 0.8 | 13
18 | CC(CN(C)Cc1ccccc1)OC(=O)c1cccc(F)c1 (stereo unspecified) | 5 | 21 | 0 | 0.3 | 3
19 | C=CCN(c1ccc(C(=O)Nc2cc(C)cc(C)c2)cc1)S(C)(=O)=O | 2 | -109 | 2 | -3.1 | 0
20 | CC1CCCCN1C(=O)CSc1nc2cc3c(cc2c(=O)n1Cc1ccc2c(c1)OCO2)OCO3 (stereo unspecified) | 11 | 22 | 2 | 0.0 | 6
21 | CC(=O)Nc1cccc(NC(=O)CSc2ccc3nnc(CCNC(=O)c4ccccc4)n3n2)c1 | -4 | 45 | 1 | 0.0 | 2
22 | CCCN1CCC(NC(=S)Nc2ccc(S(N)(=O)=O)cc2)CC1 | 4 | -10 | 0 | -0.2 | 0
23 | Cc1cnc(C(=O)Nc2ccc(C(C)C)cc2)cn1 | -6 | -3 | -3 | 0.3 | 0
24 | O=C(COC(=O)COc1ccccc1[N+](=O)[O-])Nc1ccc(S(=O)(=O)N2CCCCC2)cc1 | 7 | -63 | 3 | 1.8 | -6
25 | O=C(O)CCn1c(C2CCCCC2)nc2ccccc21 | 1 | 10 | 4 | -0.6 | -3
26 | CC(C)CCN1C(=O)CCC1(C)C(=O)NC1CCCCCCC1 (stereo unspecified) | -2 | 3 | -9 | 0.9 | 6
27 | CN1N=C(C(C)(C)C)CC1=O | 6 | -4 | 4 | -0.8 | .
28 | CCOc1ccc(NC(=O)c2ccc(NC(=O)CSc3nc4ccccc4c(=O)[nH]3)cc2)cc1 | -2 | -2 | 2 | 2.1 | 9
29 | COCCn1c(=S)[nH]c2cc(C(=O)N3CCc4ccccc43)ccc2c1=O | -3 | -3 | 2 | -2.0 | -2
30 | COc1ccc(/C=N/NC2=NCCCCC2)c(OC)c1 | -11 | -32 | -2 | 0.5 | 2

cpd | NPY1 pot ag | eIF4E-4G inh | S1P4 antagonist | EP2 antag
16 | -12 | . | -23 | 9
17 | -10 | -3 | -20 | 7
18 | 17 | 12 | -20 | 0
19 | 4 | -4[fluorescence artefact?] | -15 | 7
20 | 0 | -41[fluorescence artefact?] | -14 | 5
21 | 1 | -1 | -12 | 8
22 | -6 | -1 | 4 | 5
23 | -6 | 0 | -9 | 5
24 | 6 | 0 | -11 | 2
25 | 5 | -1 | -13 | 9
26 | 6 | 4 | -10 | 4
27 | 9 | -5 | -3 | 8
28 | 17 | 6 | -2 | 4
29 | 1 | 4 | -60 | 8
30 | -9 | -1 | -21 | 4

Looked up by compound from above (4):
cpd | compound | NPY2 pot ag | EP2 modulator | p97 inhibitor | S1P4 agonist | NPY Y1 blocker
22 | CCCN1CCC(NC(=S)Nc2ccc(S(N)(=O)=O)cc2)CC1 | 4 | -10 | 0 | -0.2 | 0
27 | CN1N=C(C(C)(C)C)CC1=O | 6 | -4 | 4 | -0.8 | .
21 | CC(=O)Nc1cccc(NC(=O)CSc2ccc3nnc(CCNC(=O)c4ccccc4)n3n2)c1 | -4 | 45 | 1 | 0.0 | 2
29 | COCCn1c(=S)[nH]c2cc(C(=O)N3CCc4ccccc43)ccc2c1=O | -3 | -3 | 2 | -2.0 | -2

cpd | NPY1 pot ag | eIF4E-4G inh | S1P4 antagonist | EP2 antag
22 | -6 | -1 | 4 | 5
27 | 9 | -5 | -3 | 8
21 | 1 | -1 | -12 | 8
29 | 1 | 4 | -60 | 8

Continued:
cpd | compound | NPY2 pot ag | EP2 modulator | p97 inhibitor | S1P4 agonist | NPY Y1 blocker
31 | O=C(NCC1CCCO1)c1cccc(-n2cnnn2)c1 (stereo unspecified) | 3 | 17 | 3 | 0.2 | -4
32 | COc1ccc(C(CNC(=O)c2cccc(N(C)C)c2)N2CCCC2)cc1 (stereo unspecified) | 5 | -18 | 0 | -0.5 | -3
33 | Cc1ccc(NC(=S)NCCc2ccc(S(N)(=O)=O)cc2)cc1C | 5 | -7 | -1 | -1.8 | 7
34 | O=C(N/N=C/c1cn(CCOc2ccccc2)c2ccccc12)c1ccncc1 | 1 | -49 | 2 | 0.6 | 3
35 | Cc1ccc2c(c1)C(=O)CC(O)(C(F)(F)F)O2 (stereo unspecified) | 4 | 8 | -5 | -1.1 | .
36 | CCOC(=O)c1[nH]c(C)c(C(=O)OCC(=O)NC2CCS(=O)(=O)C2)c1C (stereo unspecified) | -8 | 15 | 2 | 0.4 | .
37 | Cc1nn(C(C)C(=O)N2CCc3ccccc32)c(C)c1[N+](=O)[O-] (stereo unspecified) | 5 | -16 | 2 | 0.7 | 0
38 | Cc1ccc(NC(=O)c2ccccc2Cl)c(Cl)c1 | -22 | 17 | 4 | 1.4 | 2
39 | COc1ccc(OC)c(NC(=O)NNC(=O)CCCOc2ccc(Cl)cc2C)c1 | 6 | -71 | 5 | 2.6 | 5
40 | O=C(COC(=O)c1ccc(Sc2ccccc2)c([N+](=O)[O-])c1)NC1CCCc2ccccc21 (stereo unspecified) | 6 | 4 | 1 | 3.2 | 2
41 | Cc1ccc(NC(=O)c2oc3ccc(S(=O)(=O)N4CCOCC4)cc3c2C)c(C)c1 | -4 | -32 | 3 | 1.0 | -1
42 | CCOC(=O)c1ccc(N2C(=O)CC(N(C)CCc3ccc(OC)c(OC)c3)C2=O)cc1 (stereo unspecified) | -2 | -7 | -2 | -0.9 | -1
43 | Cc1ccc(NC(=O)CN2C(=O)NC(Cc3c[nH]c4ccccc34)C2=O)cc1S(=O)(=O)N1CCCCC1 (stereo unspecified) | 22 | -10 | 8 | 0.3 | -11
44 | O=c1c2c3c(sc2nc2n1CCCC2)CCC3 | 4 | 27 | -3 | 1.4 | 3
45 | CC(OCCN1CCCC1)(c1ccc(F)cc1)c1ccc(F)cc1 | -14 | 15 | -5 | 1.5 | 12

cpd | NPY1 pot ag | eIF4E-4G inh | S1P4 antagonist | EP2 antag
31 | 2 | 8 | -22 | 8
32 | 1 | 1 | -2 | 2
33 | -2 | -1 | -7 | 5
34 | -4 | 8[fluorescence artefact?] | 1 | 9
35 | 3 | -3 | -1 | 9
36 | 4 | 2 | 8 | 11
37 | 15 | -4[fluorescence artefact?] | -1 | 4
38 | -8 | -6 | 10 | 7
39 | 4 | -3 | -7 | 5
40 | 2 | -9 | 1 | 9
41 | 11 | 1 | -4 | 8
42 | -3 | -8[fluorescence artefact?] | -8 | 2
43 | 16 | 2 | 10 | 11
44 | -5 | 2 | -17 | 5
45 | -36 | 2 | -11 | 7

(more compounds)
cpd | compound | NPY2 pot ag | EP2 modulator | p97 inhibitor | S1P4 agonist | NPY Y1 blocker
46 | Cc1ccc(C(=O)N/N=C\c2cccs2)cn1 | 4 | 11 | -2 | 2.0 | 1
47 | O=C(CN1CCCC1=O)NC1(C(F)(F)F)NC(=O)N(Cc2ccccc2)C1=O (stereo unspecified) | -5 | -8 | 3 | -1.1 | 2
48 | Cc1ccccc1N(CC(=O)NCc1ccncc1)S(C)(=O)=O | -14 | 31&4 | 2 | -0.8 | 0
49 | CNCc1cn2cc(Cl)ccc2n1 | 2 | -16 | 4 | -1.2 | 4
50 | COc1cc(NS(=O)(=O)c2ccc(OC)c(C)c2C)c(OC)cc1Cl | -4 | 34 | -2 | 2.1 | 4

cpd | NPY1 pot ag | eIF4E-4G inh | S1P4 antagonist | EP2 antag
46 | 0 | 1 | -14 | 7
47 | 7 | -2[fluorescence artefact?] | -10 | 8
48 | 13 | 1[fluorescence artefact?] | 0 | 8&6
49 | 4 | 1 | -9 | 13
50 | 1 | 1 | -24 | 7

Screening data (PubChem BioAssay)
